PRMT1 FP inh: PRMT1 methyltransferase inhibitors, primary screen, biochemical, fluorescence polarization. Protein arginine N-methyltransferase 1 (Homo sapiens), Q99873. recombinant PRMT1, activity-based probe fluorescence polarization. inhibition, % at 2.79 µM. 1.3% of 370,000 active. AID 652257, 2013;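 active means inhibition above about 21% made by adding two undisclosed values, limit read from the data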
Target sequence (Q99873 whole entry, looked up): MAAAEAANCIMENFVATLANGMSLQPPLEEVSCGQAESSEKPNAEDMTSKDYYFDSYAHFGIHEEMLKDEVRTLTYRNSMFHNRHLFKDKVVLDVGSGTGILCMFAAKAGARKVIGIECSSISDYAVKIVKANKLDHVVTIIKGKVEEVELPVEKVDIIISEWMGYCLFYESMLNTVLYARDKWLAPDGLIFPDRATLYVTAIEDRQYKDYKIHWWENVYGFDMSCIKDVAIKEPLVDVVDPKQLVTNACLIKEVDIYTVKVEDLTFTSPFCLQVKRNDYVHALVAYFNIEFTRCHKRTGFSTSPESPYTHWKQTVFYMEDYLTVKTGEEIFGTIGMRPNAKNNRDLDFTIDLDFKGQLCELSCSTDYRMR
TCR-CD3 inh: inhibitors of human TCR-CD3 interaction, primary screen, biochemical, fluorescence, TAMRA-labeled TCR probe | T-cell receptor (TCR) | inhibition, % at 9.4 µM | 0.37% of 360,000 active | AID 651800, 2012; in the data active means inhibition above about 19%;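 further: recombinant mutant TCR 2C K166C tagged with TAMRA read by polarization; 0% = receptor in buffer alone and 100% = receptor with positive control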
DDE Tn7 FP inh: inhibitors of Tn7 peptide binding to fibrin DD(E), primary screen, biochemical, fluorescence polarization, human fibrin, Tn7 probe. Fibrinogen beta chain (Homo sapiens), P02675. FP displacement of FITC-Tn7 peptide from fibrin DD(E); 0% = median of compound wells per plate. inhibition, % at 8.3 µM. 0.13% of 370,000 active. AID 720508, 2013;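 active means inhibition above the mean of compounds falling within the control limits plus 3 SD of them, cut at about 14% in these data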;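 further: 0% = plate median of compound wells and 100% = 10 µM Aha-Tn7 peptide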
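Also added: labelled Tn7 tracer, 0.1 µM; Assay system: human fibrin DD(E) protein; Amount: 2 µM fibrin DD(E); Schedule: 10 min compound pre-incubation, 3 h probe incubation at room temperature; Repeats: one replicate per compound; Read-out basis: percent inhibition; Measured by: fluorescence polarization of the labelled Tn7 tracer.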
SIAE inh: human SIAE inhibitors, primary screen, biochemical, fluorescence polarization, FP-Rh probe, 1536-well HTS | Sialate O-acetylesterase (Homo sapiens), Q9HAT2 | SIAE FP-Rh probe binding | inhibition, % at 9.66 µM | 0.69% of 370,000 active;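 active means inhibition above a cutoff: mean of compounds within the control limits plus 3 SD of those, cut at about 17% in these data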;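 further: 0% = plate median of compound wells and 100% = probe without SIAE protein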
ABHD4 inh: ABHD4 inhibitors, primary screen, biochemical, fluorescence polarization, mouse; inhibition, % at 8.92 µM; 0.54% of 370,000 active; purified mABHD4, FP-Rh probe fluorescence polarization;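 active means inhibition exceeding the mean over every tested compound plus 3 SD, cut at about 30% in these data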;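 further: 0% = plate median of compound wells and 100% = S159A mutant with DMSO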
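Assay system: Wild-type mouse ABHD4 protein | Medium: HEPES pH 7.0 buffer, 150 mM NaCl, 0.01% Pluronic F-127 | Incubation: Enzyme–compound pre-incubation 45 min, then probe 60 min, both 25 °C | Technique: Fluorescence polarization with parallel and perpendicular emission, 525/598 nm | Evaluation: % inhibition of FP-Rh probe binding versus controls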
TDP2 absorb: human TDP2 enzyme inhibitors, primary screen, biochemical, epi absorbance, recombinant enzyme. T5PNP hydrolysis, p-nitrophenol absorbance 415 nm. inhibition, % at 12.8 µM. 0.34% of 370,000 active. AID 720702, 2013;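 active means inhibition above the mean of all tested compounds plus 3 SD, set per campaign, cut at about 25% in these data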;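 further: 0% = DMSO with enzyme and 100% = buffer with substrate but no TDP2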
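Test system: human TDP2 enzyme; Input: 120 nM TDP2 per well; Buffer or medium: Mg2+-containing Tris-HCl buffer, pH 7.5; Reagent: 5 mM T5PNP; Dosing: 12.8 µM single point, 1% DMSO; Incubation: reaction 2 h, 37 °C; Detection: p-Nitrophenol epi absorbance; Read-out: % inhibition relative to enzyme-containing and enzyme-free wells; Replicates: single well per compound.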
UHRF1 MBD2 ctr: UHRF1 methylated DNA binding inhibitors, primary screen, counter-screen for MBD2 inhibitor project, biochemical, TR-FRET, human UHRF1, single concentration; UHRF1 binding to methylated oligo; inhibition, % at 4.4 µM; 0.75% of 370,000 active; AID 687016, 2013; in the data active means inhibition above about 21%;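 further: UHRF1 SRA domain binding a hemimethylated CpG hairpin DNA probe; 0% = median of test compound wells and 100% = reference inhibitor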
HTRA1 inhibitor: HTRA1 serine protease inhibitors, primary screen, biochemical, fluorescence polarization, HTS | inhibition, % at 5.96 µM | 0.5% of 340,000 active | recombinant HTRA1, FP-rhodamine activity-based probe | Q92743; in the data active means inhibition above about 36%;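 further: 0% = enzyme with DMSO and 100% = wells lacking enzyme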
Target sequence (Q92743 whole entry, looked up): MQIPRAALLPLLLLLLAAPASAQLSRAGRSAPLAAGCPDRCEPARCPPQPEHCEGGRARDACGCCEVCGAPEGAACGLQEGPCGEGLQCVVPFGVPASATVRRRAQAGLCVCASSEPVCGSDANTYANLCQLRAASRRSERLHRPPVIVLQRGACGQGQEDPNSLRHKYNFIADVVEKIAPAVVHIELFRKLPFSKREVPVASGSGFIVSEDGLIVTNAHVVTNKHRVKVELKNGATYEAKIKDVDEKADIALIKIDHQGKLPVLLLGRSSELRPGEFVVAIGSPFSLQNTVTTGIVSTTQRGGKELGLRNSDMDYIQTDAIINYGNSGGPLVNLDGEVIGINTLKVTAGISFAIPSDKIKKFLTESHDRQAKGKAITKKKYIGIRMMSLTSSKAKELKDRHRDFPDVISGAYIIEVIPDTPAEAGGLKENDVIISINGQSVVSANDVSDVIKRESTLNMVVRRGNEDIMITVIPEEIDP
PG9 binder: binders of HIV-1 gp120 antibody PG9, primary screen, biochemical, TR-FRET; 0.43% of 360,000 active; TR-FRET gp120-PG9 antibody binding; inhibition, % at 6.7 µM; HIV-1 gp120 / PG9 antibody interaction; in the data active means inhibition above about 8.5%
LEDGF integ inh: blockers of LEDGF/p75-dependent integrase strand transfer – biochemical, TR-FRET, high throughput, primary screen; HIV-1 integrase (with human LEDGF/p75); TR-FRET IN-LEDGF/p75 DNA integration, Eu/Cy5; inhibition, % at 3.7 µM; 0.64% of 370,000 active; AID 743269, 2014;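 active means inhibition above the screen-wide mean plus 3 SD, cut at about 13% in these data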;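 further: signal is the Cy5 over europium emission ratio at 671 and 618 nm; 0% = plate median of compound wells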
Active calls of the source: *; / = no result given.

SMILES	PRMT1 FP inh	TCR-CD3 inh	DDE Tn7 FP inh	SIAE inh	ABHD4 inh	TDP2 absorb	UHRF1 MBD2 ctr	HTRA1 inhibitor	PG9 binder	LEDGF integ inh
Nc1nc2n(n1)C(c1ccco1)CC(c1ccccc1)N2 (centres undefined)	0	0	-1	12	5	-1	-2	-3	0.5	-4
COc1ccc(-c2ccc(C3C(C#N)=C(N)Oc4n[nH]c(C)c43)o2)cc1 (centres undefined)	12	-3	-4	-1	0	4	-7	-1	-0.6	2
CCOC(=O)c1cc2c(=O)n3cccc(C)c3nc2n(CCOC)c1=NC(C)=O	0	4	-7	-2	4	7	0	/	0.3	0
COC(=O)C1CN(CCc2ccccc2)CCS(=O)(=O)N1Cc1ccc(C)cc1 (centres undefined)	-1	/	-7	0	6	2	5	/	/	-1
Cc1cccc(C)c1OCc1cc(C(=O)N2CCN(C3CCCC3)CC2)no1	-2	-1	2	3	5	9	-1	-4	-1.9	4
Cc1ccc(S(=O)(=O)/N=C(/Nc2c(C)n(C)n(-c3ccccc3)c2=O)c2ccccc2)cc1	-1	5	-1	1	7	-3	2	5	-2.0	2
C/C=C/c1ccc2c(c1)O[C@H](CN(C)C(=O)NC1CCCC1)[C@H](C)CN([C@H](C)CO)S2(=O)=O	4	-7	-8	-3	4	7	1	-7	0.9	-6
Cc1c(C(=O)Oc2cccc3cccnc23)cccc1[N+](=O)[O-]	0	-7	-8	8	5	9	19	34	0.1	1
COc1ccc(C(=O)[C@@H]2CC[C@](C)(C(=O)O)C2(C)C)cc1	-2	1	-2	3	1	0	-2	-7	0.8	1
COc1ccccc1CN1CCCC(N2CCN(c3ccccc3OC)CC2)C1 (centres undefined)	1	-4	-7	0	3	15	1	7	-2.1	0
O=C1CCCN1CCCNCCCn1cnc2c(OCc3ccccc3)ncnc21	18	1	3	4	11	4	4	7	-0.5	-6
CCN(CC(=O)NCc1ccc(Cl)cc1)C(=O)c1cnc(Cl)c(Cl)c1	-2	3	7	-2	-4	3	0	8	-0.5	-1
CCOc1ccc(S(=O)(=O)Nc2ccccc2C(=O)NCC2CCCO2)cc1 (centres undefined)	1	-8	0	2	-3	-8	4	-3	1.7	1
COc1cc(OC)cc(OC(=O)c2ccc3c(=O)n4c(nc3c2)CCC4)c1	4	5	3	-15	-19	17	5	-15	0.2	3
COc1ccc(C2=Nc3ccccc3N(C(=O)c3ccc(C(F)(F)F)cc3)C2C(=O)Nc2c(C)cccc2C)cc1 (centres undefined)	2	-6	-1	-14	-21	1	1	/	-3.2	-7
O=C(Nc1ccc(Cl)c(Cl)c1)c1ccc(Cl)c(Cl)c1	1	-1	3	-18	-81	-7	4	-62	-2.7	2
O=C(Cc1ccc(Br)cc1)Nc1cccc(S(=O)(=O)N2CCCCC2)c1	-5	-7	1	-23	-26	-16	-1	-45	-1.0	2
C/C(CC(=O)N1CCN(C=O)CC1)=N\NC(=O)c1ccc(Cl)cc1	-2	5	-1	5	-3	-4	-6	4	-2.3	-3
CC(NC(=O)COC(=O)c1ccccc1O)C1CC2CCC1C2 (centres undefined)	-2	5	3	-3	-2	7	2	-6	0.1	0
Cc1cc(NC(=O)c2ccc(F)cc2)no1	-4	-1	4	-4	2	6	2	-4	0.3	-1
COc1cc(/C=C2/SC(=O)N(Cc3ccccc3Cl)C2=O)ccc1OCc1ccncc1	-2	4	5	1	5	11	2	-14	0.5	-1
COc1ccc(OCCCN2CCCCCC2)cc1	0	5	2	9	7	0	-1	3	0.6	-1
C=CCC[C@@H](Cc1ccc(F)cc1)C(=O)OC[C@H](C)NC(=O)[C@H](CC=C)CC(=O)N(CCO)Cc1ccccc1	2	-4	7	1	-1	-6	-2	-16	1.5	-4
CNC(=O)c1sccc1Oc1ccc(F)cc1[N+](=O)[O-]	-1	4	-4	1	5	1	-1	-3	-0.8	2
CCc1nc2ccc(C(=O)Nc3cccc(OCC(=O)N(C)C)c3)cn2c1N(C)Cc1ccc(N(C)C)cc1	5	-8	5	-1	-25	-9	3	/	-4.2	-2
O=C(Nc1ccc2c(c1)OCO2)c1ccccn1	-4	-6	-6	5	-9	-17	2	18	-1.5	8
CC(C)CCN(C(=O)Cc1ccccc1F)c1c(N)n(Cc2ccccc2)c(=O)[nH]c1=O	5	-5	0	-9	-4	-6	4	-7	-0.6	0
COc1ccccc1C1=CC(=O)C[C@H](c2ccc(F)cc2)C1	4	1	-4	3	-8	2	2	-12	1.1	3
Cc1ccc(S(=O)(=O)NCCC(=O)Nc2ncccc2O)cc1C	3	4	-10	5	2	20	0	-6	-0.1	0
Cc1ccc(SCC(=O)NNC(=O)CNC(=O)c2ccc(Br)cc2)cc1	3	1	1	-3	-2	1	0	4	2.1	-4
CCOc1c(Cl)cc(CNCc2ccncc2)cc1OC	0	-6	-3	7	3	3	2	3	0.3	1
FC(F)(F)c1cnc(Nc2ccc(N3CCOCC3)cc2)c(Cl)c1	2	0	7	8	6	-6	3	18	8.1	0
Cn1cccc1C(=O)OCc1cc(Cl)cc2c1OCOC2	-4	-3	-9	-4	-14	-15	3	-29	-3.8	1
COc1cccc(CN2CC(C(=O)NCCCc3ccncc3)CCC2=O)c1 (centres undefined)	-3	-2	-4	5	8	0	-2	2	-0.8	-2
COc1ccc(C(O)c2ncc(-c3ccccc3Cl)[nH]2)cc1 (centres undefined)	3	0	0	-7	2	-1	0	/	1.9	-1
Clc1ccccc1N1CCN(Cc2ccc(Br)o2)CC1	3	-4	2	1	5	-3	-3	6	2.9	-2
O=C(O)CC1=C(O)C(=O)N(c2ccccc2)C1c1ccccc1 (centres undefined)	1	0	1	4	6	-5	-1	-7	-0.3	0
Cc1nnc(NC(=O)C2CCCN2S(=O)(=O)c2ccc(Cl)cc2)s1 (centres undefined)	1	6	-3	1	1	-4	2	0	0.3	1
CCN(CC)S(=O)(=O)c1ccc(=O)[nH]c1	0	-7	4	-2	-6	-14	3	4	-2.4	-1
COC(=O)[C@H](CC(C)C)NC(=O)Nc1ccc2c(c1)OCCO2	-1	4	0	-9	-2	-21	3	-1	0.6	3
O=C(O)c1ccnc(C(=O)O)c1	1	0	3	4	13	2	1	2	-1.7	-2
CCO[C@H]1OC(C(=O)NC2CC2)=C[C@@H](c2coc3ccccc3c2=O)[C@@H]1CCCO	-3	1	0	-5	0	-20	0	1	-0.9	-2
C=CCN1C(=O)[C@@H](CC(=O)NCCCOCCCC)[C@]2(C(=O)OC)CCCCC=C12	-2	/	0	-5	2	5	1	/	/	1
Cc1[nH]c(C)c2c(=O)[nH]ncc12	4	-2	3	7	-3	-4	2	5	1.6	-4
Cc1ccc(C2NC(=NCc3ccccc3)Nc3nc(C)cc(=O)n32)cc1 (centres undefined)	-3	1	-3	-6	1	-5	0	-8	-0.8	0
CCOc1cc(CNCc2cccs2)ccc1OCC(=O)NC(C)(C)C	2	0	-6	-9	-2	1	1	-4	-2.1	-3
Cc1nn(C)c(C)c1NC(=O)c1ccnn1C	1	-3	11	1	-3	8	1	2	-0.5	-2
Cc1ccc(-c2nn(-c3ccccc3)cc2/C=C2\SC(=S)N(CCCCCC(=O)O)C2=O)o1	78*	-7	3	-5	-8	-6	21	-42	1.4	14*

Single records, as listed above. Order of values: PRMT1 FP inh | TCR-CD3 inh | DDE Tn7 FP inh | SIAE inh | ABHD4 inh | TDP2 absorb | UHRF1 MBD2 ctr | HTRA1 inhibitor | PG9 binder | LEDGF integ inh
CCOc1cc(CNCc2cccs2)ccc1OCC(=O)NC(C)(C)C across the screens: 2 | 0 | -6 | -9 | -2 | 1 | 1 | -4 | -2.1 | -3
CCN(CC)S(=O)(=O)c1ccc(=O)[nH]c1 across the screens: 0 | -7 | 4 | -2 | -6 | -14 | 3 | 4 | -2.4 | -1

Next section
SMILES	PRMT1 FP inh	TCR-CD3 inh	DDE Tn7 FP inh	SIAE inh	ABHD4 inh	TDP2 absorb	UHRF1 MBD2 ctr	HTRA1 inhibitor	PG9 binder	LEDGF integ inh
COc1ccc(-c2c(C)cc3oc(=O)cc(-c4ccccc4)c3c2C)cc1F	3	-2	5	-5	-4	13	0	1	-0.1	-1
Cc1ccc(Cl)c(OC(=O)C2CSC3(C)CCC(=O)N23)c1 (centres undefined)	0	7	3	-2	3	5	0	12	-1.5	1
CC(Oc1ccccc1)C(=O)N=C1SC2CS(=O)(=O)CC2N1Cc1ccccc1 (centres undefined)	-1	9	-2	-5	4	3	3	1	-1.4	2
CCc1ccc(NC(=O)c2nc(S(=O)(=O)Cc3ccccc3)ncc2Cl)cc1	31*	-5	5	-9	-17	2	0	-9	0.6	-2
NC(=O)CNC(=O)C1CCCc2c1[nH]c1ccc(Cl)cc21 (centres undefined)	-1	5	0	4	5	0	-3	-2	1.3	2
CCCc1cc(=O)oc2c(C)c(OCC(=O)N3CCC(C(N)=O)CC3)ccc12	2	8	1	0	2	2	-1	1	2.1	-4
CC(=O)Nc1ccc(-c2ccnc3c2CC(C(=O)Nc2cccc(OC(F)(F)F)c2)O3)cc1 (centres undefined)	10	-7	2	-53	-29	-12	2	/	0.1	-1
CCCN(C(=O)c1cc(C)ccc1C)c1c(N)n(Cc2ccccc2)c(=O)[nH]c1=O	-3	1	8	0	0	8	0	5	-2.2	4
O=C(COC(=O)c1ccc(O)cc1)Nc1cc(S(=O)(=O)N2CCOCC2)ccc1N1CCOCC1	-1	0	-7	-7	-7	9	-2	/	-0.2	2
COc1ccccc1-c1c(C)oc2c(CN3CCN(CCO)CC3)c(O)ccc2c1=O	-4	-11	8	0	1	-23	1	0	-0.2	-5
COc1cccc(-c2nnc(SCC(=O)Nc3cccc4ccccc34)n2Cc2ccco2)c1	17	/	-3	-6	-7	-6	1	/	/	-3
COCCn1cnnc1SCC(=O)Nc1ccc(N2CCCCC2)cc1	-2	1	-1	8	-2	14	2	8	-3.0	0
CSc1nnc([C@H](Cc2c[nH]c3ccccc23)NC(=O)OC(C)(C)C)o1	-2	7	0	-2	-6	2	2	-2	-3.1	-1

Marked active in LEDGF integ inh, among the entries above:
mol	PRMT1 FP inh	TCR-CD3 inh	DDE Tn7 FP inh	SIAE inh	ABHD4 inh	TDP2 absorb	HTRA1 inhibitor	PG9 binder	LEDGF integ inh
Cc1ccc(-c2nn(-c3ccccc3)cc2/C=C2\SC(=S)N(CCCCCC(=O)O)C2=O)o1	78*	-7	3	-5	-8	-6	-42	1.4	14*

Screens deposited in PubChem BioAssay by The Scripps Research Institute Molecular Screening Center.
